Screening data deposited in PubChem BioAssay by National Center for Advancing Translational Sciences (NCATS).
Sm TGR inh: S. mansoni TGR enzyme inhibition; Q962Y6; purified TGR, DTNB reduction, TNB absorbance 405 nm; Potency, µM (highest dose often 114 µM), inactives show at the highest dose activity change, negative = inhibition, most hits filed as inhibitors; actives 3% (n = 360,000); AID 485364; further: potency means the concentration at half of the fitted maximal effect; nearly all actives have a fitted effect of over 60% in size
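TGR 20 nM + NADPH 100 uM (dispensed conc.), cpd preinc 15 min RT; start with NADPH (500 uM addition) then DTNB (15 mM addition). Kinetic TNB absorbance, 405 nm filter. Four-parameter Hill fit across titration.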
TbPYK inhibitor: blocks Trypanosoma brucei pyruvate kinase; Q57TT1; TbPYK enzyme, Kinase-Glo Plus ATP luminescence, 45 min; Potency, µM (titrated, usually from 76.8 µM), without a hit: at the highest dose activity, negative = inhibition, usual class: inhibitors; actives 0.12% (n = 410,000); AID 624173; further: potency means the concentration at half of the fitted maximal effect; nearly all actives have a fitted effect of over 50% in size
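In this concentration-response screen, enzyme-free wells defined baseline while DMSO plates tracked drift. Each reaction combined TbPYK, substrate, compound and 130 uM ADP for 45 min at room temperature. Kinase-Glo Plus luminescence gave the signal.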
AMA1-RON2 inh: AMA1-RON2 (P. falciparum) interaction inhibition; AlphaScreen AMA1-biotinylated RON2 peptide binding; Potency, µM (titrated, usually from 58.2 µM), without a hit: at the top dose activity change, negative = inhibition, usual class: inhibitors; AID 720542; actives 0.2% (n = 360,000);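 further: potency means the concentration at half of the fitted maximal effect; 0% = vehicle wells and -100% = peptide control; nearly all actives have a fitted effect of over 45% in size; some results filed as inactive show a strong effect at the top dose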
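AMA1 (3D7) with his tag at 25 nM final met compounds first, then biotinylated RON2 peptide at 25 nM; detection used donor plus acceptor beads, 10 µg/mL apiece, read by AlphaScreen after 30 min at room temperature.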
LmPK inhibitor: LmPK (Leishmania mexicana) enzyme inhibition; AID 1721; Potency, µM (doses to about 57.5 µM), for the others: top-dose activity change, negative = inhibition, actives largely listed as inhibitors; purified LmPK, Kinase-Glo ATP luminescence, 1 h; Q27686; actives 0.37% (n = 290,000); further: potency means the concentration at half of the fitted maximal effect
Target sequence (Q27686 whole entry, looked up): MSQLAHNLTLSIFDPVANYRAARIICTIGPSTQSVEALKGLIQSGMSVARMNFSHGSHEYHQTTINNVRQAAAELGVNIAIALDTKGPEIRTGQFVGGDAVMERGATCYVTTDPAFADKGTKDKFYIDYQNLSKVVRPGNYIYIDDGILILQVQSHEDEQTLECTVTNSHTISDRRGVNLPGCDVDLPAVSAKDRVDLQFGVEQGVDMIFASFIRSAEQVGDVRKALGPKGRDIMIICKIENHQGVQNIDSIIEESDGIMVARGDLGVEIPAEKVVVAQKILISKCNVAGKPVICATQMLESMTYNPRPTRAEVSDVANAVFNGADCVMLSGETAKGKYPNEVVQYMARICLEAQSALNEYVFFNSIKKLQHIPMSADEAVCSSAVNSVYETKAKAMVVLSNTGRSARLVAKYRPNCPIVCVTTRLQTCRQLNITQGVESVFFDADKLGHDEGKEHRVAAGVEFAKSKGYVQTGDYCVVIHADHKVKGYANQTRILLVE
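In 50 mM imidazole pH 7.2 with 7 mM MgCl2, LmPK (0.1 nM) turned over PEP (0.5 mM) and ADP (0.1 mM) for 1 h at room temperature. Luciferase read-out of ATP.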
HCMV antiviral: human cytomegalovirus inhibition; activity change, negative = inhibition, % at 57.5 µM; AID 1259415; actives 4.5% (n = 410,000); HFF cells, HCMV-luciferase reporter, 72 h; active compounds read low; in the data active means activity change below about -60%; inconclusive means no clear call, values can overlap the other calls; inactive means above about -39%
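Two-dose cell screen: HFF monolayers treated with compounds and infected with luciferase-expressing HCMV at 1 PFU/cell, 72 h at 37C, then lysed for luciferase measurement.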
AmpC no deterg: inhibitors of E. coli AmpC beta-lactamase without detergent. AmpC nitrocefin hydrolysis, absorbance 480 nm, 0.0001% Triton. Potency, µM (top dose mostly 57.1 µM), for inactives: top-dose activity change, negative = inhibition, usual class: inhibitors. actives 0.52% (n = 330,000);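 further: potency means the concentration at half of the fitted maximal effect; plate controls were no compound for no effect and no enzyme for full effect; nearly all actives have a fitted effect of over 20% in size; some results filed as inactive show a strong effect at the top dose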
Target sequence (P00811 whole entry, looked up): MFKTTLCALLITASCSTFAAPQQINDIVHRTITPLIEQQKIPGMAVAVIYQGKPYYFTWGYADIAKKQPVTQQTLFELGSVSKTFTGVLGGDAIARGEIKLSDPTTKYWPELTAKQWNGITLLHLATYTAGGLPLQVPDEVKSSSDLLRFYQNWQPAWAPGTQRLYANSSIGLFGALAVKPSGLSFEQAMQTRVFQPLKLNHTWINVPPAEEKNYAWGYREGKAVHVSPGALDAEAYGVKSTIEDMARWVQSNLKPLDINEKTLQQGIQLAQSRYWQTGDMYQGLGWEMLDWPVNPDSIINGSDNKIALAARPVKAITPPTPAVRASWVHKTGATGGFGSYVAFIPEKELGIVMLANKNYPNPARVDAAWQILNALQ
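20 mM phosphate pH 7.0 + 0.01% (detergent screen) or 0.0001% Triton X-100; 5.3 nM AmpC reagent; cpd preinc 15 min RT; nitrocefin (800 uM stock) to start; A480 q20 s × 4 min; Activity was normalised to no-enzyme and no-compound control wells.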
AmpC inh detg: blocks E. coli AmpC beta-lactamase in detergent assay. AmpC hydrolysis of nitrocefin, absorbance 480 nm, 0.01% Triton. P00811. Potency, µM (titrated, usually from 114 µM), for inactives: at the top dose activity change, negative = inhibition, actives largely listed as inhibitors. actives 0.041% (n = 370,000);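 further: potency means the concentration at half of the fitted maximal effect; 0% = no-compound wells and -100% = no-enzyme wells; nearly all actives have a fitted effect of over 25% in size; some results filed as inactive show a strong effect at the top dose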
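20 mM phosphate pH 7.0 + 0.01% (detergent screen) or 0.0001% Triton X-100; 5.3 nM AmpC reagent; cpd preinc 15 min RT; nitrocefin (800 uM stock) to start; A480 q20 s × 4 min; Activity was normalised to no-enzyme and no-compound control wells.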
Active calls of the source: *; u = inconclusive; x = not tested or not shown; [ ] = another dose, or the depositor's remark. Unless noted, the call rests on the fitted dose curve; in most records, active means well fitted curve in the direction sought with a large enough effect; inconclusive means small, poorly fitted or top-dose-only effect, or another doubt; inactive means no such curve, though single readings can be large; an effect the other way counts as inactive or inconclusive. Unless noted, on the % scale 0 is the no-effect control and ±100 the full control effect.

SMILES	Sm TGR inh	TbPYK inhibitor	AMA1-RON2 inh	LmPK inhibitor	HCMV antiviral	AmpC no deterg	AmpC inh detg
Cc1nn(Cc2ccccc2)c(Cl)c1/C=C/C(=O)OCC(=O)N1CCCC1=O	1.6%	0.1%	-2.4%	1.8%	-12.2	152.8%[activator]	0.3%
O=S(=O)(c1ccccc1)N1N=C(c2cccs2)CC1c1ccc(Br)cc1 (centres undefined)	24.4%	29.4%	0.0%	3.1%	-30.5	-16.1%	-0.8%
CCCOc1ccc(C(=O)NNC(=O)c2cccc(S(=O)(=O)N3CCN(C(C)=O)CC3)c2)cc1OC	-0.9%	-4.4%	3.8%	x	-9.1	-10.3%	-21.3%
OCCN(CCO)CC(O)Cn1c2ccccc2c2ccccc21 (centres undefined)	-8.0%	1.3%	1.2%	4.0%	19.7	27.9%	u
Cc1ccc(S(=O)(=O)CC(=O)NC(C)(C)C)cc1	-8.7%	3.9%	-8.2%	0.1%	53.0	-12.4%	-8.7%
COc1ccc(CCNC(=O)COC(=O)c2ncc(Cl)c(Cl)c2Cl)cc1OC	x	1.4%	-8.9%	x	41.2	56.2%	x
COc1ccc(N(CC(=O)Nc2cc(C)ccc2C)S(=O)(=O)c2c(C)[nH]c(=O)[nH]c2=O)cc1	-8.7%	-2.9%	7.0%	8.8%	-37.9	-25.5%	-6.1%
O=C1c2ccccc2C(c2nc3ccccc3[nH]2)N1c1ccccc1 (centres undefined)	x	2.7%	38.5%[activator]	x	-5.6	x	x
O=C(N/N=C/c1ccco1)C1CC(=O)N(c2ccccc2)C1 (centres undefined)	6.4%	2.6%	3.1%	0.1%	11.1	-12.5%	u
CCn1cnc2cc(NCc3ccc(Cl)cc3)ccc21	-0.3%	12.5%	-23.4%	-2.2%	15.4	-0.8%	0.3%
CCN1CCN(C(=O)c2ccc3c(c2)N(Cc2cccc(Cl)c2)C(=O)c2ccccc2S3=O)CC1 (centres undefined)	5.5%	-5.4%	x	x	u	x	6.1%
O=C(CCl)NCCNC(=O)c1cc(OCC(F)(F)F)ccc1OCC(F)(F)F	u	1.0%	6.9%	-2.0%	-78.0*	-0.2%	-2.7%
Cc1ccc(S(=O)(=O)N2C(=S)SCC2(C)C)cc1	-1.5%	x	x	-0.1%	x	-32.5%	u
S=C(c1ccccc1)N(c1ccccc1)c1ccccc1	14.9%	1.3%	-21.1%	1.1%	17.2	-17.0%	-16.7%
COc1ccc([N+](=O)[O-])cc1NC(=O)COC(=O)c1ccc(O)cc1	-3.7%	-2.4%	-5.1%	0.5%	-11.0	-25.7%	1.1%
CCc1cc(=O)oc2cc(OC(C)C(=O)NCCCn3ccnc3)ccc12 (centres undefined)	-15.5%	-10.3%	-11.0%	9.0%	26.8	-16.3%	-13.9%
O=C(NCc1ccccc1)N[C@@H](Cc1ccccc1)C(=O)O	-1.3%	-0.5%	-6.7%	-1.4%	-1.1	-19.3%	-12.8%
O=C(Nc1ccccc1)n1ccc(-c2ccc(-n3ccnc3)cc2)n1	14.9%	x	x	2.8%	-26.6	-8.8%	-10.2%
CCc1cccc(C)c1NC(=O)C1CCCO1 (centres undefined)	-24.0%	-3.1%	-0.8%	0.9%	-16.1	-20.5%	u
COc1cc(CNCCc2c[nH]c3ccccc23)cc(OC)c1	u	8.0%	u	-4.0%	u	-4.3%	2.3%

Some values from the list:
For LmPK inhibitor, COc1ccc([N+](=O)[O-])cc1NC(=O)COC(=O)c1ccc(O)cc1 has 0.5%
For TbPYK inhibitor, S=C(c1ccccc1)N(c1ccccc1)c1ccccc1 has 1.3%

(more compounds)
SMILES	Sm TGR inh	TbPYK inhibitor	AMA1-RON2 inh	LmPK inhibitor	HCMV antiviral	AmpC no deterg	AmpC inh detg
COc1cc(C2Nc3ccc4ncccc4c3C3=C2C(=O)CCC3)cc(OC)c1OC (centres undefined)	0.0%	-2.9%	2.3%	-4.4%	-1.4	-1.9%	5.4%
CCCCn1c(N)c(N(CC)C(=O)C2=COCCO2)c(=O)[nH]c1=O	-2.9%	1.4%	-2.9%	x	-13.4	-11.1%	-12.2%
CSc1ncccc1C(=O)OCC(=O)NC1CCC(C)CC1 (centres undefined)	-3.2%	0.0%	-2.0%	x	38.2	-25.4%	-4.2%
O=[N+]([O-])c1cc(S(=O)(=O)NCCc2ccccn2)ccc1Cl	-29.2%	-3.3%	-4.9%	x	0.0	-2.8%	5.5%
O=C(CN1CC=C(c2ccccc2)CC1)NC(=O)NCc1ccccc1	1.5%	5.6%	-3.8%	3.8%	14.3	-9.1%	2.3%
O=S(=O)(NCc1ccccc1)c1ccc(NC(=S)NCc2ccco2)cc1	-34.2%	-7.4%	6.2%	-2.5%	-23.9	-39.8%	-10.0%
COc1ccc(C2c3c(oc4ccccc4c3=O)C(=O)N2CC2CCCO2)cc1 (centres undefined)	3.6%[11.4 µM]	0.4%	-0.3%	9.1%	23.3	-21.5%	-2.0%
COc1ccc(/C(C)=N/NC(=S)NCCc2ccccc2)cc1	-0.4%	4.6%	u	5.1%	-114.1*	-32.6%	0.4%
CC(=O)C(Cc1ccccc1)NC(=O)CCl (centres undefined)	u	-6.2%	4.1%	2.3%	u	42.1%	-2.9%
Oc1c(C(c2cccc(Br)c2)N2CCCC2)sc2nc(-c3ccco3)nn12 (centres undefined)	4.8%	2.7%	x	x	-3.1	x	-0.7%

Overlap with the part before: two entries; new compounds follow.
SMILES	Sm TGR inh	TbPYK inhibitor	AMA1-RON2 inh	LmPK inhibitor	HCMV antiviral	AmpC no deterg	AmpC inh detg
CC(=O)C(Cc1ccccc1)NC(=O)CCl (centres undefined)	u	-6.2%	4.1%	2.3%	u	42.1%	-2.9%
Oc1c(C(c2cccc(Br)c2)N2CCCC2)sc2nc(-c3ccco3)nn12 (centres undefined)	4.8%	2.7%	x	x	-3.1	x	-0.7%
CCCc1[nH]n(-c2ccc([N+](=O)[O-])cc2)c(=O)c1C=NCCN1CCNCC1	8.9%	x	x	1.4%	x	-10.8%	3.8%
COCCn1c(CN2CCN(C(=O)c3ccco3)CC2)nc2c1c(=O)n(C)c(=O)n2C	-5.1%	0.0%	24.1%	-1.2%	15.3	-2.8%	-9.8%
COCCCn1c(C)c(C(C)=O)cc(NC(=O)c2ccccc2)c1=O	-1.4%	2.2%	12.0%	-2.3%	-36.4	9.7%	-7.0%
CC(C)Sc1nnc(NC(=O)CCc2ccccc2)s1	2.4%	-1.8%	2.4%	-6.1%	15.5	-30.7%	4.1%
CC(NC(=O)C1CCCC1)C1CC2CCC1C2 (centres undefined)	9.4%	-3.7%	8.6%	-4.1%	24.6	-42.9%	11.2%
Nn1cnnc1SCC(=O)N(C1CCCCC1)C1CCCCC1	-0.8%	16.3%	-15.6%	3.9%	25.0	48.7%	-6.3%
COc1cc(S(=O)(=O)N2CCN(c3ccc(F)cc3)CC2)ccc1Cl	-1.1%	1.6%	3.4%	0.8%	-14.6	-16.6%	-6.1%
O=C(Nc1nccs1)Oc1ccccc1	2.4%	-8.9%	0.0%	1.0%	-10.8	-6.4%	u
O=C(N/N=C/c1cc2c(c([N+](=O)[O-])c1)OCO2)c1ccncc1	-20.3%	-8.0%	36.0%[activator]	3.8%	3.1	-29.8%	-7.0%
COc1ccc(NC(=O)CS(=O)CC(=O)NC2CCCc3ccccc32)cc1 (centres undefined)	-22.1%	-0.5%	-2.5%	1.3%	23.0	-7.8%	-14.3%
COc1ccc(NC(=O)NC23CC4(C)CC(C)(CC(C)(C4)C2)C3)cc1OC	6.2%	-0.2%	-10.8%	6.0%	u	-5.8%	-8.1%
COc1ccc(NC(=O)c2nnn(CC(=O)Nc3ccc4c(c3)OCO4)c2N)cc1OC	0.2%	3.4%	6.6%	2.5%	6.2	-14.4%	-2.9%
O=C1CCN(CCCN2CCC(=O)N(Cc3ccccc3)C2=S)C(=S)N1Cc1ccccc1	x	6.8%	0.5%	x	7.1	x	x
Cc1ccc(S(=O)(=O)N2CCc3cc(C(=O)NCCc4ccccc4)ccc32)cc1	2.1%	3.0%	x	x	9.0	x	-4.1%
Cc1cc(C)c(NC(=O)C2CCN(S(=O)(=O)c3c(C)noc3/C=C/c3ccccc3F)CC2)c(C)c1	-7.5%	-4.0%	x	x	-19.0	x	3.6%
CCc1[nH]nc2c1C(c1ccc(C)o1)C(C#N)=C(N)O2 (centres undefined)	14.6%	-3.5%	-4.0%	-6.4%	-12.6	-33.3%	3.6%
CCOc1ccc(NC(=O)Nc2ccccc2SC)cc1	-2.9%	-9.2%	-1.6%	7.94µM*	11.8	-36.7%	1.6%
Cc1cc(C)c(NC(=O)CSc2nc(=O)n(CCN3CCOCC3)c3c2CCC3)c(C)c1	1.9%	-4.8%	11.8%	x	-31.0	-21.2%	u
CC(C)(C)OCC(NC(=O)C(CC(N)=O)NC(=O)OC(C)(C)C)C(=O)OC(C)(C)C (centres undefined)	-27.5%	0.0%	-4.6%	-0.5%	-13.3	62.3%[activator]	-13.9%
O=C(COc1coc(CN2CCN(c3ccccc3)CC2)cc1=O)NC1CCCC1	-0.5%	5.0%	-4.6%	x	-24.1	0.0%	0.6%
CCN(C(=O)c1cc(Cl)ccc1OC)C1CCCCC1	1.1%	-3.1%	21.7%	-1.6%	-37.6	23.3%	-4.3%
Cc1cc(C)c2c(c1)c1nnc(SCCN3CCCCC3)nc1n2C	-1.0%	3.4%	10.8%	-1.1%	59.8	3.0%	-4.7%
CCOC(=O)CN1C(=O)C(O)=C(C(C)=O)C1c1ccccc1 (centres undefined)	7.5%	-11.7%	-0.4%	-8.7%	3.2	-23.3%	-2.1%
Cc1ccnc2nc(C(=O)OCC(=O)N3CC(C)CC(C)C3)nn12 (centres undefined)	-1.0%	0.5%	-22.0%	x	-14.8	-3.2%	u
COCc1cc(C)nc(SCC(=O)Nc2cccc3cccnc23)c1C#N	-1.4%	-0.9%	105.2%[activator]	-2.5%	-11.9	-47.0%	u
COc1ccc(Cl)cc1NC(=S)NCCc1c[nH]c2ccccc12	18.5%	1.5%	-8.7%	10.1%	-36.3	-47.3%	-4.8%
O=C(CNC(=O)c1ccc(F)cc1)NCc1ccc(S(=O)(=O)N2CCOCC2)cc1	89.1µM*	u	3.3%	x	-14.8	-10.7%	0.0%
